Source: PubChem (several laboratories)
TRPML3 agonist = human mucolipin-3 channel agonism. hit rate 0.29% among 220,000. activation, % at 3 µM. Q8TDD5. AID 1448. HEK293 TRPML3-YFP, Fluo-8 calcium fluorescence; 100% = the carbachol control signal;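 active = activation above its plate's cutoff, the mean activation of the plate's test wells plus 3 SD, cut at about 12% in these data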;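 also: 0% = DMSO only wells and 100% = carbachol wells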
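Test system: HEK293 cells stably carrying human TRPML3-YFP; Doses: single dose, 3 µM final nominal compound, 0.3% DMSO final; Schedule: dye loading 1 h 37 °C then 30 min ambient, 125 s read; Technique: Fluo-8 calcium fluorescence; Benchmarks: high control carbachol 87 µM, low control DMSO.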
TRPN1 ag = activates the zebrafish TRPN1 channel; HEK293 zebrafish TRPN1-YFP, Fluo-8 calcium fluorescence; 100% = response to 87 µM carbachol; activation, % at 3 µM; hit rate 0.18% among 220,000; AID 1424;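 active = activation above its plate's cutoff, the mean activation of test wells on that plate plus 3 SD, cut at about 19% in these data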;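 also: 0% = DMSO alone and 100% = 87 µM carbachol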
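Control set: carbachol 87 µM as high control, DMSO as low control; system: HEK293 stable line with zebrafish TRPN1-YFP; read-out: % activation versus carbachol response; detection: intracellular calcium fluorescence with Fluo-8; doses: single test compound dose, 3 µM nominal, 0.3% DMSO; schedule: dye 1 h 37 °C plus 30 min RT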
PPC-1+TRAIL kill = compounds killing PPC-1 cancer cells with TRAIL present (potentiator screen, no TRAIL-free arm); PPC-1 cells + TRAIL, ATPLite viability luminescence; cell killing (% activity), % at 4 µM; hit rate 0.41% among 220,000; AID 1443;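 active = cell killing above 50% in the first pass at 4 µM, then a duplicate retest at 5 µM averaging 50% or more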;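 also: plate controls were cells with TRAIL plus DMSO for no effect and medium-only wells lacking cells for full effect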
CHOP inh = CHOP inhibition in unfolded protein response; inhibition, % at 10 µM; hit rate 3.8% among 220,000; CHO-K1 CHOP-promoter luciferase, tunicamycin-induced, 15-18 h;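 active = compounds that reduced the stress-induced luciferase reporter signal by more than about 70% of percent inhibition, limit read from the data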;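 also: 0% = tunicamycin plus vehicle and 100% = wells without tunicamycin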
EP2 antag = blocks the human prostaglandin E2 receptor EP2 | P43116 | C6 glioma cells expressing human EP2, cAMP TR-FRET; cells stimulated with saturating PGE2 | inhibition, % at 25 µM | hit rate 0.52% among 260,000 | AID 1422;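 active = percent inhibition above 40 after rounding to a whole number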;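 also: rat C6 glioma host cells with rolipram phosphodiesterase inhibitor present; the protocol text gives 20 µM as final concentration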
Target sequence (P43116 whole entry, looked up): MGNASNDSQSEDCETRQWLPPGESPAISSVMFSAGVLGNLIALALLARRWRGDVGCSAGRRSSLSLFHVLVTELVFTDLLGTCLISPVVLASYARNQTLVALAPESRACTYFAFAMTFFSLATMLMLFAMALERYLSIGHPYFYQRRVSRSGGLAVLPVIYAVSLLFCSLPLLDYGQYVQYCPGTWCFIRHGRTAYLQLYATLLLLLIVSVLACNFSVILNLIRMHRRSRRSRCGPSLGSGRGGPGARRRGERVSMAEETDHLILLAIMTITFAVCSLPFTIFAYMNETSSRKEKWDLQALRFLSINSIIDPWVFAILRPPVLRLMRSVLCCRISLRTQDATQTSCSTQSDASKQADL
NPY-Y1 antag = antagonists of human neuropeptide Y receptor Y1; AID 1040; HEK293-CNG Y1 cells, membrane potential fluorescence; NPY at EC95, then isoproterenol; inhibition, % at 3.6 µM; hit rate 1% among 200,000;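 active = inhibition above the campaign mean inhibition of all tested compounds plus 3 SD, cut at about 20% in these data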;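 also: 0% = DMSO wells given NPY plus isoproterenol and 100% = isoproterenol alone without NPY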
Target sequence (P25929 whole entry, looked up): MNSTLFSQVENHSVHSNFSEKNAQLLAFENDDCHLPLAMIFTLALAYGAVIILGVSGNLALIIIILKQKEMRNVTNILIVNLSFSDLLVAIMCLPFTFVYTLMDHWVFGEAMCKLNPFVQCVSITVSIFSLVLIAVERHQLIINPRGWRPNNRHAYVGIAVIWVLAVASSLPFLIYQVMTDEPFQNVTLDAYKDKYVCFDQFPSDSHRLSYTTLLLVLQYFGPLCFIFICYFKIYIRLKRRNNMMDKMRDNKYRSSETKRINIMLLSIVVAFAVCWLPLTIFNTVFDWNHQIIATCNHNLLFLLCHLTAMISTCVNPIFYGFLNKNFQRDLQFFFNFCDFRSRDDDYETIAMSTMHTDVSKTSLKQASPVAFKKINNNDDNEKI
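Benchmarks – high control isoproterenol alone, low control NPY with isoproterenol · Material – HEK293 Y1/CNG channel cell line · Times – dye 3 h, compound 60 min room temperature, stimulation 45 min · Probe or stimulus – NPY (25 nM), isoproterenol (1 µM), Ro 20-1724 (25 µM) · Evaluation – % inhibition of NPY effect · Signal – fluorescence, membrane potential probe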
NPY1 pot ag = human NPY-Y1 potentiation or agonism, primary screen; NPY-Y1 expressing cells, potentiator/agonist activation; P25929; activation, % at 3.6 µM; hit rate 0.37% among 220,000; in the data active = activation above about 33%, passing the limit was not always enough;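 also: cells stimulated with NPY at EC10 then isoproterenol at EC100; 0% = low agonist plus stimulus and 100% = saturating agonist plus stimulus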
EP2 modulator = EP2 receptor (human) modulation; P43116; EP2-expressing cells, cAMP HTRF FRET, PGE2 co-stimulation; induction, % at 25 µM; hit rate 0.83% among 260,000;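 active = compounds whose cAMP rise, as percent of the full-agonist control response, exceeds 60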;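 also: rat C6 glioma line stably carrying human EP2 under a CMV promoter; the protocol text gives 20 µM as final concentration; 100% = response of wells given 1 µM PGE2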
14-3-3 Bad PPI = disrupts binding of bovine 14-3-3 zeta to phospho-Bad peptide | TR-FRET 14-3-3zeta/Dy647-pBad peptide displacement, 1 h | hit rate 0.71% among 220,000 | inhibition, % at 21.7 µM | P63103;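 active = inhibition above about 70%, limit read from the data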;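 also: 0% = full 14-3-3 plus peptide FRET controls and 100% = background without 14-3-3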
Target sequence (P63103 whole entry, looked up): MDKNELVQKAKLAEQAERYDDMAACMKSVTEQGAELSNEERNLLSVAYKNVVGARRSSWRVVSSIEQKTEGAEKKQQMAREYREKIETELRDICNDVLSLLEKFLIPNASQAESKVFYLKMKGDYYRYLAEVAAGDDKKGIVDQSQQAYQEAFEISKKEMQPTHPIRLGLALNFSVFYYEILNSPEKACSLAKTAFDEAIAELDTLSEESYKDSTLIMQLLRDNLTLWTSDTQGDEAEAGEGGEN
* = called active by the depositor; x = not tested or not shown; [ ] = dose if it differs, or a comment.

SMILES	TRPML3 agonist	TRPN1 ag	PPC-1+TRAIL kill	CHOP inh	EP2 antag	NPY-Y1 antag	NPY1 pot ag	EP2 modulator	14-3-3 Bad PPI
CCCCn1c(SCC(=O)N(C)C2CCS(=O)(=O)C2)nc2cc(S(N)(=O)=O)ccc21 (configuration not stated)	0.6	1.4	0.8	14.2	4.9	x	-8.7	-1.3	-5.1
O=C(Nc1nnc(C2CC2)s1)c1cc([N+](=O)[O-])ccc1N1CCCCC1	-0.1	-0.9	2.8	16.8	11.4	5.2	-56.7	39.1	-9.9
CC(C)C(=O)Nc1ccc(C(=O)Nc2nnc(C(C)C)s2)cc1	-0.2	2.4	-0.4	-8.5	6.8	-0.8	14.1	2.7	-7.2
CC(C)(C)c1ccc(Oc2ccc(N)cc2)cc1	2.1	3.1	24.9	107.3*	10.3	-4.0	33.0	4.3	-14.9
COc1ccc(C(=O)OCc2nc(N)nc(Nc3ccccc3C)n2)cc1OC	1.3	1.8	23.3	19.0	1.5	-0.1	14.3	-23.0	-9.0
O=C(CN1C(=O)NC2(CCCc3ccccc32)C1=O)N1CCc2ccccc2C1 (configuration not stated)	0.3	3.7	0.6	32.1	10.6	-3.9	3.8	9.6	-4.3[fluorescence artefact?]
CCn1c(=S)sc2c(=O)n(-c3ccccc3)c(=S)[nH]c21	0.3	1.0	4.1	5.1	1.2	-1.6	-10.4	9.2	-3.2
CCn1c(CNc2ccc(C)cc2)nnc1SCC(=O)NCc1ccccc1	0.5	-1.7	-4.1	-3.2	7.4	-2.0	2.0	13.3	-18.4[fluorescence artefact?]
CCN(CC)c1ccc(C(=O)NN)cc1	0.3	0.7	14.6	0.8	11.4	-0.6	-9.3	-15.0	-15.4
COC(=O)C(O)(CC(=O)c1ccc(OC)cc1)C(F)(F)F (configuration not stated)	-0.1	0.0	8.0	12.9	2.2	-0.8	17.9	9.7	-10.1
CC1CCN(S(=O)(=O)c2ccc(NC(=O)Cn3nnc(-c4ccccc4F)n3)cc2)CC1	0.0	-0.1	-7.1	62.2	11.4	-5.1	7.4	8.6	29.2
COc1cccc(NC(=S)N2CCN(c3ccc([N+](=O)[O-])cc3)CC2)c1	0.6	-1.0	-8.7	24.6	6.7	-4.5	24.3	-98.8	-17.2
Cc1ccccc1CCN(CC(=O)NC1CCCCC1)C(=O)c1csnn1	-0.8	-1.2	7.0	7.6	5.0	1.9	0.4	19.2	-2.1
CCC(=O)Nc1nc(OC)cc(OC)n1	-0.2	0.3	-1.4	15.4	21.4	8.8	8.4	6.1	-0.7[fluorescence artefact?]
COc1ccc(CCNC(=O)C2CCN(S(=O)(=O)c3cnc[nH]3)CC2)cc1OC	1.0	0.3	-40.6	-3.0	8.3	1.7	19.2	25.2	0.1
COC(=O)c1ccc(OCC(O)CN2CCC(C)CC2)cc1 (configuration not stated)	0.3	1.7	14.4	25.7	15.6	3.6	9.0	7.5	5.9[fluorescence artefact?]
O=C(N/N=C/c1ccc(Cl)s1)c1ccccc1[N+](=O)[O-]	-0.2	-0.3	1.3	3.4	5.4	x	12.4	10.9	-5.0
CCCOc1cc(N(CC)CC)ccc1/C=C(/C#N)c1nc2ccc(C)cc2[nH]1	13.2*	18.2	12.2	41.2	6.4	2.2	24.8	18.8	-4.6[fluorescence artefact?]
CCN(CC)c1ccc(-n2c(O)c(C=C3N=c4ccccc4=N3)sc2=S)cc1	1.0	0.6	20.9	28.0	1.7	-4.9	-9.0	14.2	-6.3
CCC(Oc1cc(Cl)ccc1Cl)C(=O)NN1C(=O)C2C3CCC(C3=C(C)C)C2C1=O (configuration not stated)	33.6*	0.4	9.6	86.7*	11.8	1.3	6.3	13.9	-4.8
CCCOc1ccc(S(=O)(=O)NCc2ccc(OC)cc2)cc1	-0.7	1.0	13.9	80.3*	8.6	28.2*	-42.7	10.5	-10.8
CC(C)(C)OC(=O)N1CCC[C@H]1c1nnc(SCc2c(F)cccc2Cl)o1	0.4	-1.0	12.0	38.9	12.2	6.2	-6.8	3.5	-2.8
CC(C)C1Cc2c(sc(NC(=S)NC(=O)c3ccccc3)c2C#N)CO1 (configuration not stated)	1.2	-0.6	23.1	83.0*	12.8	6.2	14.3	7.5	-1.1[fluorescence artefact?]
Cc1cc(NC(=O)c2ccccc2)sc1C	-0.6	-0.4	27.9	-2.7	22.0	-4.0	-2.9	-9.4	-16.8
N[C@@H](Cc1ccc(O)cc1)c1nnc([C@H](CC(=O)O)NC(=O)C2CCNCC2)o1	0.1	-0.4	19.1	4.8	11.0	2.9	-4.2	-1.6	-6.8
O=C(Nc1ccc(S(=O)(=O)N2CCC(C(=O)NC3CCCCC3)CC2)cc1)c1ccco1	-0.4	0.3	6.4	62.1	4.8	3.5	-26.6	12.1	2.5
CCCCC/C(=N\NC(=O)Nc1ccccc1)c1ccccc1	0.4	0.3	-6.9	13.6	10.9	10.9	0.7	20.3	-4.8
COc1ccc(-n2c3c(cc(C(=O)N4CCC(C)CC4)c2=O)C(=O)CC(C)(C)C3)cc1	0.5	0.1	8.8	-18.9	7.3	5.7	-7.5	-0.3	9.3
N#CC1=C(N)Oc2n[nH]c(-c3cccs3)c2C1C1C=CCCC1 (configuration not stated)	-0.7	-0.5	4.1	95.6*	8.3	-0.9	32.1	-12.7	-19.4
Cc1cc(C)nc(/N=C2\NC(=O)CC(C(=O)O)N2c2ccc(Cl)cc2Cl)n1 (configuration not stated)	0.5	0.3	18.1	-20.1	5.3	3.3	3.2	-15.3	5.0
COc1ccc(NC(=S)Nc2cccc(S(=O)(=O)N3CCCCC3)c2)cc1	0.5	0.0	30.0	46.2	8.2	-3.6	-8.1	-73.7	-19.3[fluorescence artefact?]
CCCCCCn1c(=O)[nH]c2nc3cc(N)ccc3nc2c1=O	45.7*	37.1*	2.7	8.9	5.2	-5.3	17.7	-5.7	-2.6
O=C(Nc1ccc2c(c1)OCO2)c1c(F)cccc1F	0.2	-0.3	20.0	-12.8	5.2	0.6	-6.6	2.5	5.9
CCc1cc(C(=O)Nc2ccccc2)cs1	0.3	0.7	26.5	-14.7	2.4	-4.3	-18.2	-8.5	3.6
COc1ccc(-c2nnc3sc(COc4ccc(C)cc4)nn23)cc1	1.3	-0.6	10.8	51.8	3.3	14.7	-20.1	-7.7	-9.9
CCOC(=O)c1c(NC(=O)CC2SC(N)=NC2=O)sc(C)c1C (configuration not stated)	-0.1	-0.2	6.9	22.9	13.8	2.4	7.5	20.2	-5.0
O=[N+]([O-])c1ccc(/C([O-])=C(/C(=S)Nc2ccccc2F)[n+]2ccccc2)cc1	-0.9	0.9	13.7	18.1	4.6	-1.1	-2.1	16.0	-8.3
O=C(CCCN1C(=O)CCC1=O)Nc1ccccc1F	0.4	-0.3	-21.6	27.0	7.0	1.0	4.7	10.7	-6.1
CCOc1cc(N2CCOCC2)c(OCC)cc1NC(=O)c1oc2ccccc2c1C	0.4	0.6	-9.1	35.4	13.2	-1.7	-3.8	44.6	-3.0
O=C(O)CCCCCN1C(=O)C(=O)/C(=C(/O)c2ccccc2)C1c1ccccc1 (configuration not stated)	0.7	1.5	-6.8	6.5	1.5	0.9	0.2	21.3	6.3
O=C(O)C1C2C=CC(C3CC23)C1C(=O)NCCc1ccccc1 (configuration not stated)	0.8	0.8	5.8	18.2	-1.8	2.5	8.2	37.2	-7.5
CC1=C(C(=O)Nc2ccccc2)C(c2ccncc2)C(C#N)=C(SCC(=O)NC(C)C)N1 (configuration not stated)	-0.3	0.5	24.8	18.4	13.1	-3.3	0.7	-3.8	-4.4
CCOC(=O)C1CCN(C(c2cc3c(C)ccc(C)c3[nH]c2=O)c2nnnn2C2CCCCC2)CC1 (configuration not stated)	0.0	1.1	-22.8	68.1	3.9	-2.1	7.1	17.2	-10.1
Cc1ccc(N2CC(C(=O)Nc3cc(C)ccc3F)CC2=O)cc1 (configuration not stated)	0.2	0.8	12.0	7.3	4.7	-0.7	-13.3	21.2	1.5
Cc1ncsc1CCOC(=O)c1cccnc1	-0.9	0.4	7.8	26.5	x	0.3	22.5	11.0	70.0[fluorescence artefact?]
COc1cc(N2C(=O)C=CC2=O)c(OC)cc1Cl	2.3	1.2	18.6	-3.0	31.4	x	-5.3	-43.8	3.6
O=C(N/N=C/c1ccc2c(c1)OCO2)c1ccc2ccccc2n1	-0.4	-1.1	19.3	-6.2	5.6	8.8	-41.2	-33.1	14.3
CCOC(=O)Cn1nc(/C=C/c2ccccc2)ccc1=O	0.7	0.2	6.2	15.0	7.8	6.2	5.8	-10.2	4.5
COc1cccc(NC(=O)N(CCCN2CCOCC2)C(C)c2cc3ccccc3o2)c1 (configuration not stated)	-0.1	-0.9	6.9	8.3	7.0	5.7	-1.4	5.5	x
CCN1C(=O)C2C(c3cccc(F)c3)NC(CC)(C(=O)OC)C2C1=O (configuration not stated)	-0.5	0.8	-8.5	13.9	5.9	5.8	-7.0	11.8	-5.6
CCN(CC)C(=O)Oc1ccc2c(=O)c(-c3ccccc3)coc2c1	0.7	1.2	10.3	-17.8	11.5	-1.9	9.6	-6.2	-8.0
Oc1ccc2n[nH]nc2c1	0.5	1.0	8.4	-3.9	2.3	-2.2	-3.9	24.5	-0.5[fluorescence artefact?]

Not all compounds are listed (hit frequency here may not be typical).
